Smad3 FoxH1 inh = blocks human Smad3 binding to FoxH1 peptide. P84022. TR-FRET Smad3/Dy647-FoxH1 peptide binding, europium anti-His. inhibition, % at 25 µM. 88,000 compounds, 0.29% hits. AID 630;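 active = compounds that reduce the energy-transfer binding signal between the protein and its labelled peptide by more than half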;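 note: 0% = Smad3 plus labelled peptide maximal FRET and 100% = peptide-only background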
VCAM1 TNFa inh = reduces TNF alpha induced VCAM1 expression in HUVEC; HUVEC TNFa-induced VCAM-1 immunofluorescence, high-content imaging; inhibition, % at 2 µM; 95,000 compounds, 0.48% hits; AID 802;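 active = inhibition above the batch mean plus 3 SD, with images confirmed as a hit by eye, cut at about 37% in these data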;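 note: 0% = TNF-stimulated DMSO wells and 100% = unstimulated control wells; not every result past the cut was called active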
cytoskel mod = alters cytoskeleton assembly in HUVEC cells; HUVEC TNFa F-actin phalloidin imaging, high content; inhibition, % at 2 µM; 91,000 compounds, 0.18% hits;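 active = inhibition above the batch mean plus 3 SD and confirmed as a hit by visual image inspection, cut at about 30% in these data, passing the limit was not always enough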; note: strong numbers were not always called active
H69AR inhibit = growth inhibitors of human H69AR lung tumor cells; AID 598; viability, % at 10 µM; 85,000 compounds, 6% hits; H69AR lung tumor viability, ATP luminescence, 72 h; active compounds read low;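 active = viability at or below 40%; inactive = viability above 40%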;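 note: multidrug resistant small cell line overexpressing MRP-1 efflux transporter; 100% = mean luminescence of untreated control wells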
IL1B cytotox = HUVEC cytotoxicity counter-screen, IL-1B stimulated | HUVEC cell count loss, Hoechst imaging | cell count reduction, % at 2 µM | 94,000 compounds, 0.41% hits | AID 845;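 active = cell count reduction more than 3 SD above the screen-wide mean, cut at about 70% in these data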;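 note: normalized per plate to untreated control cells as the no-loss baseline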
HUVEC prolif 384 = inhibitors of human endothelial cell proliferation; HUVEC proliferation, CellTiter-Glo luminescence, 72 h; active compounds read low; viability, % at 10 µM (by protocol); 86,000 compounds, 1.1% hits; AID 648;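 active = viability at or below 30%; inactive = viability above 30%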;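 note: 100% = median luminescence of DMSO-only cell control wells on each plate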
HUVEC tox TNFa = HUVEC cytotoxicity counter-screen, TNF alpha stimulated; HUVEC TNFalpha-stimulated, Hoechst cell count, imaging; cell count reduction, % at 2 µM; 93,000 compounds, 0.17% hits; AID 848;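 active = cell count reduction exceeding the screen mean by over 5 SD, scaled to untreated wells per plate, cut at about 78% in these data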;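 note: cells counted after 24 h of TNF alpha exposure following the 1 h pretreatment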
PTK2B oligo ant = Pyk2 (human) oligomerization antagonism; Q14289; Q293 cells, Pyk2 FERM NanoBiT luminescence; active compounds read low; z-score (the deposit names both 25 µM and 10 µM); 99,000 compounds, 0.83% hits; AID 1347419;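 active = Z-score of -3 or lower, scaled per plate to the spread of control and sample wells; inactive = z-score above -3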;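 note: negative z-score means lost luminescence so less FERM oligomerization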
Target sequence (Q14289 whole entry, looked up): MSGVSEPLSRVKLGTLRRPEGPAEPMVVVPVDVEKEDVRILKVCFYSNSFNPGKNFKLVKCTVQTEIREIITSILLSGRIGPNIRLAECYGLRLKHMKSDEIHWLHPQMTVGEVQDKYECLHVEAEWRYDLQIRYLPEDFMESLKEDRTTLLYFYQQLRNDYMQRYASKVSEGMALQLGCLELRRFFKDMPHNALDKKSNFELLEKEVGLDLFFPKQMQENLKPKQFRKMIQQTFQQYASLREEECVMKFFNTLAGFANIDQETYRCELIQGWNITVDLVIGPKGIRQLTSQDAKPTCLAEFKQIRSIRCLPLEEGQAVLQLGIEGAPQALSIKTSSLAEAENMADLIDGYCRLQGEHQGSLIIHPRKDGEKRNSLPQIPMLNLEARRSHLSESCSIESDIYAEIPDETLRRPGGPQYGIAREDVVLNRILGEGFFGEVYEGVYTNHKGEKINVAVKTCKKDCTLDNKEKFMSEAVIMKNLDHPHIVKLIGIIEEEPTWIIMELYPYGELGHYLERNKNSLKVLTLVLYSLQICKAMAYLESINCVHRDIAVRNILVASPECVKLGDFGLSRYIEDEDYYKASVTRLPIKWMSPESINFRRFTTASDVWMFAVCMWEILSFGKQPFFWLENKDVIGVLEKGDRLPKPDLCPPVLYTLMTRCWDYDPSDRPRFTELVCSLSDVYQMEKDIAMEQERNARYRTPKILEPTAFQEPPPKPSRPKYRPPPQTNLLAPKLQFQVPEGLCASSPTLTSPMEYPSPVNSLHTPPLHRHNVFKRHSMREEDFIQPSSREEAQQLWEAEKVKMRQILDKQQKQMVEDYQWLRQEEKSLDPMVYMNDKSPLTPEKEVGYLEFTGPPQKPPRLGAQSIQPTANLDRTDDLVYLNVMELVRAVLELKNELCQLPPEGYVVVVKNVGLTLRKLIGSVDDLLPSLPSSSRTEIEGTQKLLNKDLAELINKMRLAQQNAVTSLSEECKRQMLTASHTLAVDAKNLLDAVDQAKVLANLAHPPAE
Lung fibro prol = blocks proliferation of human lung fibroblasts. LL 47 human lung fibroblast viability, ATP luminescence; active compounds read low. viability, % at 10 µM. 85,000 compounds, 1.1% hits;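 active = viability at or below 50% in the single dose screen; inactive = viability above 50%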;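 note: compound exposure lasted 72 h before the ATP readout; 100% = median luminescence of untreated cell-only wells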
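Test system: LL 47 human lung fibroblasts / Incubation: 72 h compound exposure at 37 °C after overnight plating / Technique: luminescent ATP detection, CellTiter-Glo / Compound dosing: 0.1% DMSO in all compound wells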
* = called active by the depositor; . = no result given; [ ] = remark or other dose. Only part of the results is shown; count on the stated rates, not on these rows.

SMILES	Smad3 FoxH1 inh	VCAM1 TNFa inh	cytoskel mod	H69AR inhibit	IL1B cytotox	HUVEC prolif 384	HUVEC tox TNFa	PTK2B oligo ant	Lung fibro prol
C=CCn1c(SCC(=O)c2cccs2)nc2sc(CC)cc2c1=O	0	-9	-21	72	5	91	-13	-3.2*	90
COc1ccc(Cl)cc1NC(=O)CCc1ccccc1	.	-30	1	.	-5	.	-24	-0.84	.
Cn1nc(CC(=O)NCc2ccc(F)cc2)c2ccccc2c1=O	-11	-3	4	97	7	104	-8	.	93
O=C(CCCc1ccccc1)NCCN1CCOCC1	3	8	-3	91	-21	96	2	0.27	98
CCOC(=O)Cn1cc(C=O)c2ccccc21	15	1	.	97	9	81	4	-0.56	91
CCC(Sc1nnc(-c2ccc(C)c(Cl)c2)n1CC)C(=O)Nc1nccs1 (stereo not drawn)	10	.	.	83	.	87	.	-0.31	103
COc1ccccc1CNC(=O)c1ccc(S(=O)(=O)N(C)C)cc1	.	-3	20	.	-4	.	-4	0.06	.
Cc1cc(C)n(C(=O)C(C)N2C(=O)c3ccccc3C2=O)n1 (stereo not drawn)	-4	.	.	98	.	103	.	-0.7	96
Cc1cc2cc(CNC(=O)NC3CCCCC3)ccc2[nH]1	5	4	5	93	-19	94	8	-0.94	109
NCCCC(=O)O	15	.	.	92	.	104	.	.	95
CCSc1nnc2c(Cl)cc(Cl)cn12	2	5	-16	81	-10	101	0	0.54	101
CCOC(=O)c1cccc(NC(=O)CN2C(=O)C3C4C=CC(C4)C3C2=O)c1 (stereo not drawn)	.	-3	-29	.	-21	.	8	0.05	.
COc1ccc(CCN=C2SCC(=O)N2C)cc1OC	3	.	.	83	.	98	.	0.79	99
CCOc1ccc(C2=Nn3c(nnc3-c3ccc(OC)cc3)SC2)cc1	4	27	-10	14*	-4	49	-12	-2.7	49*
CC(/C=N/Nc1nnc(C)c(=O)[nH]1)=C\c1ccccc1	.	2	-9	.	19	.	-6	-1.1	.
COc1ccc(/C=N/NC(=O)CSc2nnc(C)n2-c2ccccc2)c(OC)c1OC	.	-9	1	.	18	.	-22	0.88	.
CCc1oc2ccccc2c1C(=O)CCN1CCCCC1	2	6	-25	81	-77	90	4	0.75	91
c1ccc(Nc2nc(N3CCNCC3)nc(N3CCOCC3)n2)cc1	0	17	8	78	-33	81	-26	-0.28	.
O=C(NCc1ccccc1)c1cnsn1	7	11	-11	97	89*	99	-21	0.21	97
Oc1ccc2ccccc2c1C=Nc1ccc(N2CCOCC2)cc1	0	8	.	80	6	100	-10	.	100

PTK2B oligo ant: hit marks shown above.
| SMILES | Smad3 FoxH1 inh | VCAM1 TNFa inh | cytoskel mod | PTK2B oligo ant |
| --- | --- | --- | --- | --- |
| C=CCn1c(SCC(=O)c2cccs2)nc2sc(CC)cc2c1=O | 0 | -9 | -21 | -3.2* |

Remaining list, next part.
SMILES	Smad3 FoxH1 inh	VCAM1 TNFa inh	cytoskel mod	H69AR inhibit	IL1B cytotox	HUVEC prolif 384	HUVEC tox TNFa	PTK2B oligo ant	Lung fibro prol
O=C(CN1CCN(c2ccccc2F)CC1)c1c[nH]c2ccc(F)cc12	-9	8	8	60	1	103	-16	1.3	102
[O-]C1=N/[N+](=C/c2ccccc2Cl)CC1	-9	9	-5	98	-28	96	-4	-0.42	99
O=C(CSc1nnc(-c2ccco2)o1)c1ccc(F)c(F)c1	0	3	40	96	3	101	-10	-0.11	101
O=C(O)C1C2CCC(O2)C1C(=O)NCCC1=CCCCC1 (stereo not drawn)	14	8	0	60	-14	57	-6	-0.43	93
COc1ccc(C2CC(c3cccs3)=NN2c2nc(-c3ccccc3)cs2)cc1OC (stereo not drawn)	.	18	-21	.	-27	.	4	-0.22	.
CC(=O)NNc1nc(-c2ccccc2)c2cc(Br)ccc2n1	.	-1	-15	.	-8	.	11	-0.51	.
N#Cc1cc2cc3c(cc2nc1SCC(=O)OC1CCCCC1)OCO3	36[fluorescence artefact?]	3	9	76	-14	62	-12	-1.4	96
O=C(CSc1nnnn1-c1ccccc1)N1CCc2ccccc21	4	.	.	99	13	101	.	-0.65	96
CS(=O)(=O)N1N=C(c2ccc3nccnc3c2)CC1c1ccccc1 (stereo not drawn)	.	-48	-17	.	-4	.	.	1.1	.
O=C(Nc1ccc(F)cc1)c1cccc(NC(=O)C2C3CC4OC(=O)C2C4C3)c1 (stereo not drawn)	5	-11	-8	93	0	85	-12	-0.38	93
COc1ccc(Cc2nnc(SCC(=O)N3CCc4ccccc4C3)o2)cc1	-2	22	-20	92	9	90	-11	1.1	102
O=C(COc1ccc(F)c(Cl)c1)c1ccc[nH]1	8	-3	-24	92	-10	93	-4	-0.79	.
CC(C)C1N=C2c3ccccc3N=C(SCC(=O)c3ccc(O)c(O)c3)N2C1=O (stereo not drawn)	15	2	-25	98	-3	68	-12	-1.6	52
CCCC(CCC)C(=O)Nc1c[nH]c(=O)[nH]c1=O	-28	-9	0	104	5	110	5	-0.11	111
O=c1c2ccccc2nc2n1C1(CCCCC1)Cc1ccccc1-2	3	8	20	84	13	114	-18	-0.38	104
Cc1[nH]nc2nc3c(c(OC(=O)c4ccccc4)c12)c(=O)n(C)c(=O)n3C	13	21	-6	95	-11	103	-18	.	102
CC(C)NC1=C(Cl)C(=O)c2ccccc2C1=O	6	-10	6	85	.	88	-12	-0.04	91
NC(=O)CSc1ncc(-c2ccccc2)[nH]1	-8	-22	7	101	-14	97	-24	0.4	106
CCOC(=O)c1c(CN2CCOCC2)n(-c2ccccc2)c2cc(Br)c(O)c(CN(C)C)c12	5	6	-8	68	6	103	-14	-1.2	98
CN(C)NC(=S)Nc1ccc2nc(-c3ccccn3)c(-c3ccccn3)nc2c1	.	-6	11	.	10	.	-13	-2.1	.
CCCNC(=O)c1[nH]c(C)c(C(C)=O)c1C	8	6	-5	97	-12	97	-7	2.4	92
Cc1ccc(-c2n[nH]c3c2CCC3)cc1	3	-12	12	97	.	94	-26	-0.61	99
CCCNC(=O)C1=C(C)C(=O)OC12CCC(C)CC2 (stereo not drawn)	5	9	7	94	-35	107	-21	.	103
COC(=O)c1ccccc1NC(=O)CSCC(=O)Nc1ccccc1OC	.	-20	-5	.	-51	.	-33	-0.02	.
O=c1[nH]c2ccc(S(=O)(=O)N3CCC(Cc4ccccc4)CC3)cc2o1	-13	-12	.	95	9	93	-9	-0.55	100
O=C(N/N=C/c1ccc(O)cc1)c1ccc(COc2cc(Cl)ccc2Cl)o1	.	23	-40	.	.	.	-6	0.26	.
c1ccc(-c2nn3c(Cn4nnc5ccccc54)nnc3s2)nc1	7	17	4	86	-15	87	4	0	87
O=C(Nc1ccn(Cc2c(F)c(F)cc(F)c2F)n1)c1ccc(COc2ccccc2Cl)cc1	.	7	-22	.	0	.	-6	1.7	.
CN(C)S(=O)(=O)N1CCN(S(=O)(=O)c2ccc(F)cc2)CC1	-1	12	1	85	34	98	-38	-0.1	92
CCOc1cccc(C2c3c(oc4cc(C)c(C)cc4c3=O)C(=O)N2CCCN(C)C)c1 (stereo not drawn)	6	21	12	82	23	94	0	.	95
CC(=O)Nc1ccc(-c2nc(C)c(C(C)=O)n2O)cc1	11	19	20	86	-56	96	24	0.27	98
CC(C)=CCC(C)(C)C1OCCN1C(=O)c1ccccc1 (stereo not drawn)	-9	-2	-6	96	-8	94	9	-0.47	85
C=CCN1C(=O)C(Cc2ccccc2)S/C1=N/N=C/c1cccs1 (stereo not drawn)	6	-15	-9	90	-17	104	-38	-0.92	92
COC(=O)c1nn(C23CC4CC(CC(C4)C2)C3)c2c1C(=O)N(c1ccc(Br)cc1)C2=O	.	6	3	.	-5	.	0	-0.07	.
COc1cc2c(cc1OC)C(c1ccc(-c3ccc(Cl)c(Cl)c3)o1)=NCC2	-14	14	21	19*	-12	65	-40	-2.1	71
CCOc1ccc(Cl)cc1S(=O)(=O)n1cnc2cc(C)c(C)cc21	2	16	-3	57	2	91	-1	0.16	91
CSCC[C@H](NC(=O)OC(C)(C)C)c1nnc(SCC(=O)Nc2c(C)cccc2C)o1	4	9	3	100	11	94	0	-0.74	96
Cc1c(C(=O)O)nn(-c2ccccc2)c(=O)c1C#N	12	.	.	102	.	95	.	.	99
CN1C(=O)/C(=C2\SC(=S)N(C(CCC(=O)O)C(=O)O)C2=O)c2ccccc21 (stereo not drawn)	-13	16	6	103	.	98	-19	0.27	110
CCN(CC)CCNc1nc(-c2ccccc2)c2c(c1C#N)CC(C)(C)OC2	-3	0	3	54	-4	101	-18	1.6	97
O=C(CSc1nc2ccccc2c(=O)n1-c1ccccc1)N1CCN(CCO)CC1	11	14	-5	79	-1	96	-5	0.86	95
CC(C)(C)NC(=O)C1N(c2cccnc2)C(=O)C2C(C(=O)Nc3ccccc3F)C3(C)C=CC21O3 (stereo not drawn)	.	-4	72*	.	12	.	-10	-0.19	.
Oc1ccc(/C=N/NC(=S)NCC2CCCO2)cc1 (stereo not drawn)	.	-6	14	.	-8	.	-32	0.28	.
C=CCN1/C(=C(\C#N)C2=NS(=O)(=O)c3ccccc32)N(C)c2ccccc21	.	-36	22	.	0	.	-42	0.09	.
OC12CCCCC1C(c1ccc3c(c1)OCO3)N(Cc1ccccc1F)CC2 (stereo not drawn)	-8	-4	4	.	14	96	-5	-0.43	82
Cc1c(NS(=O)(=O)N2CCCCC2)c(=O)n(-c2ccccc2)n1C	15[fluorescence artefact?]	-5	-26	93	-8	107	-20	0.18	118
CC(C)Cn1c2nc3ccccc3nc2c2c(=O)n(CCN3CCOCC3)cnc21	9	15	2	84	-2	82	-10	-0.48	91
CCCCC(=O)Nc1ccc(C(=O)NN2C(=O)c3ccccc3C2=O)cc1	.	7	4	.	-48	.	-3	0.49	.
N#Cc1c(SCc2ccccc2)nc(N2CCOCC2)c2c1CCCC2	11	-19	40	78	22	113	-10	-1.8	86
COc1ccccc1N(O)C1CC(=O)N(c2ccc(F)cc2)C1=O (stereo not drawn)	-8	.	.	82	.	96	.	0.44	95

Next section:
SMILES	Smad3 FoxH1 inh	VCAM1 TNFa inh	cytoskel mod	H69AR inhibit	IL1B cytotox	HUVEC prolif 384	HUVEC tox TNFa	PTK2B oligo ant	Lung fibro prol
CCOC(=O)c1nn(-c2ccccc2C)c2nc(CC(C)C)c(C#N)c(=O)n12	-2	6	-15	74	-19	92	6	-0.28	102
c1ccc(OCCSc2nc3ccccc3o2)cc1	-7	10	0	92	.	110	-14	-0.43	97
Cc1cc2[nH]ncc2cc1NC(=S)NC(=O)c1ccccc1	.	-2	20	.	4	.	-6	-1.6	.
COC(=O)c1ccccc1NC(=O)c1ccc(COc2ccc3c(c2)CCC3)cc1	.	10	6	.	2	.	-6	-0.33	.
Cc1cc(N2CCN(c3ccccc3)CC2)nc(-c2ccccc2O)n1	3	-1	.	88	-1	108	-20	0.22	102
CCn1c(=NC(=O)CSC(C)=O)sc2cc(OC)ccc21	.	7	-8	.	-6	.	-17	.	.
CSc1nc2oc3c(c2c2nncn12)CC(C)(C)SC3	12	-4	8	96	-12	99	-24	0.06	93
C=C(C)CSc1nnc([C@H](CCSC)NC(=O)OC(C)(C)C)o1	-2	8	-1	97	-46	98	4	0.19	95
CCOC(=O)N1CC=C2C(C#N)=C(N)C(C#N)(C#N)[C@H](c3ccc(OC(C)C)c(OCC)c3)[C@H]2C1	-9	-4	-1	37*	-6	79	-14	0.09	91

From PubChem BioAssay
